TbREL1 inh – TbREL1 inhibition, primary screen; P86926; TbREL1 RNA ligation, FRET fluorescence; inhibition, % at 9.66 µM; 0.49% of 89,000 active;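 active = inhibition above the mean inhibition across all screened compounds plus 3 SD, cut at about 11% in these data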;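 also: 0% = plate median of test wells and 100% = NSC42067 control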
Target sequence (P86926 whole entry, looked up): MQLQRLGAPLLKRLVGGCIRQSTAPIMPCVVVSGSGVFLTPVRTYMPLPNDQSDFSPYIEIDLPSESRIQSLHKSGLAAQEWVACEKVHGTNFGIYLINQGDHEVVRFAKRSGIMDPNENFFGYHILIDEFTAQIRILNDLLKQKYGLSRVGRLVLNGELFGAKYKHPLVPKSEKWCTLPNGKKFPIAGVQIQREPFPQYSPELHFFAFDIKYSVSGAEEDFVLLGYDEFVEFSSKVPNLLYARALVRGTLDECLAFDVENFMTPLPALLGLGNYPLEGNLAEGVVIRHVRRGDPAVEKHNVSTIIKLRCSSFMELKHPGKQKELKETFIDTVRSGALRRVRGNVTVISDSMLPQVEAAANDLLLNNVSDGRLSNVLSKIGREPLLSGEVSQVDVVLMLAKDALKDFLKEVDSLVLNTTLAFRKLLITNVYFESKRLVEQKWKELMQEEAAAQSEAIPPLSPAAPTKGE
An asterisk follows results filed as active. This is a subset (hit frequency here may not be typical).

| TbREL1 inh | Molecule |
| --- | --- |
| 0 | CCC(C)(C)n1nnnc1C(c1ccc(OC)c(OC)c1)N1CCN(c2ccc(F)cc2)CC1 (configuration not stated) |
| 1 | Cc1cccc(N2CCN(C(=O)CNC(=O)C3CCCCC3)CC2)c1C |
| -6 | COc1cccc(C(=O)NNC(=O)C2CC(C)=C(C)CC2C(=O)O)c1 (configuration not stated) |
| -3 | COC(=O)[C@]12C[C@H](CC(=O)N3CCN(C(=O)C4CC4)CC3)C(=O)N(Cc3ccc(Cl)cc3Cl)C1=C[C@H](C(C)C)O[C@@H]2C1CC1 |
| 3 | COc1ccc(-n2cnnc2SCC(=O)Nc2cccnc2Cl)cc1 |
| -2 | CCOC(=O)CNC(=O)c1ccc2c(c1)OCCO2 |
| -5 | Cc1c2c(n3c(nc4ccccc43)c1C#N)N(CCN1CCOCC1)CC2 |
| -1 | COc1cc(Br)cc2cc(C(=O)OC3CCN(C)CC3)c(=O)oc12 |
| 2 | Cc1cccc(-n2ncc3c(N4CC(C)CC(C)C4)ncnc32)c1 (configuration not stated) |
| 1 | O=S1(=O)CCOC[C@H](c2ccccc2)N1Cc1cccc(F)c1 |
| 0 | CCCCCCCCCS(=O)(=O)N/N=C/c1cccc([N+](=O)[O-])c1 |
| -3 | CCc1ccc(CCC(=O)Nc2ccc(C)cc2C)o1 |
| 2 | CC(=O)c1c(C)[nH]c(C(=O)CSc2nnc(N)s2)c1C |
| 4 | O=C(CCN=C1NS(=O)(=O)c2ccccc21)OCC(=O)c1ccc(F)cc1 |
| 2 | CC(/C=C/c1ccc(Cl)o1)=C\C(=O)O |
| 1 | CC(=O)N(c1nc(/C=C\C(=O)O)cs1)c1ccccc1F |
| 0 | O=C(O)C1=C[C@H](c2csc3ccccc23)C[C@H](OCc2ccc(CO)cc2)O1 |
| 2 | COc1ccc(C(=O)C(OC(=O)c2ccccc2Cl)c2ccccc2)cc1 (configuration not stated) |
| -2 | O=C(Nc1cccc(O)c1)c1ccc2c(c1)C(=O)N(Cc1ccco1)C2=O |
| 1 | CC(=O)Nc1ccc(NC(=O)C(C)OC(=O)c2ccc3c(c2)OCCO3)cc1 (configuration not stated) |

The final three records of the section above are carried over, then new ones follow.
| TbREL1 inh | Molecule |
| --- | --- |
| 2 | COc1ccc(C(=O)C(OC(=O)c2ccccc2Cl)c2ccccc2)cc1 (configuration not stated) |
| -2 | O=C(Nc1cccc(O)c1)c1ccc2c(c1)C(=O)N(Cc1ccco1)C2=O |
| 1 | CC(=O)Nc1ccc(NC(=O)C(C)OC(=O)c2ccc3c(c2)OCCO3)cc1 (configuration not stated) |
| -1 | Cn1nc(C(=O)OCC(=O)Nc2ccc(S(N)(=O)=O)cc2)c2ccccc2c1=O |
| -2 | O=C(CSC1CCCCC1)N1CCN(c2ccccc2)CC1 |
| 0 | CCOc1ccc(N(CC(=O)NCCSCc2ccco2)S(=O)(=O)c2ccc(C)cc2)cc1 |
| 1 | Cc1cc(C)n2nc(SCC(=O)N3CCCCC3C)nc2n1 (configuration not stated) |
| -1 | O=C(O)CCc1ccc(S(=O)(=O)Nc2ccccc2N2CCCCC2)cc1 |
| 5 | O=c1cn[nH]c2ccccc12 |
| 3 | CC(C)C(=O)N1CCN(c2ccc(NC(=O)c3cccs3)cc2)CC1 |
| -4 | COc1cc(C2C(C#N)=C(N)OC3=C2C(=O)CC(C)(C)C3)cc2c1OCO2 (configuration not stated) |
| -4 | C[C@H]1[C@H](NC(=O)c2ccc(C(F)(F)F)cc2)CC[C@@]23CCCN2C(=O)CCC[C@@H]13 |
| 5 | COc1ccc(CNC(=O)C2CCN(S(=O)(=O)c3ccc4nc5c(c(C(=O)O)c4c3)CC(C)CC5)CC2)cc1 (configuration not stated) |
| 9 | O=C(O)c1ccc(CSc2n[nH]c(-c3ccco3)n2)cc1 |
| 0 | COc1ccc(-c2cc(C(F)(F)F)n3nc(C(=O)N4CCCC4)cc3n2)cc1 |
| -2 | Cc1cc(NS(=O)(=O)c2ccc(NC(=O)Nc3ccccc3)cc2)no1 |
| -1 | CN(CCc1ccccc1)C(=O)c1ccc(NC(=O)Cc2ccc(NC(=O)C3CCCN(C(=O)C4CCCC4)C3)cc2)cc1 (configuration not stated) |
| -1 | CCC1(O)CC(c2ccccc2)=NN1C(=O)c1ccccc1F (configuration not stated) |
| 2 | CS(=O)(=O)N1CCC(C(=O)Nc2cc(Cl)ccc2Cl)CC1 |
| 0 | O=C(c1cc(-c2ccc3c(c2)OCO3)on1)N1CCN(c2ccccc2)CC1 |
| 0 | Nc1cccc(-n2cccc2)c1 |
| 5 | CN(C(=O)c1cccc(NC(=O)Cc2ccc([N+](=O)[O-])cc2)c1)C1CCC1 |
| -2 | COc1cc(C2=NOC(C(=O)Nc3ccc(C)cc3)C2)cc(OC)c1OC (configuration not stated) |

Four entries from above, with each value named:
CC(/C=C/c1ccc(Cl)o1)=C\C(=O)O
  TbREL1 inh = 2
CC(=O)N(c1nc(/C=C\C(=O)O)cs1)c1ccccc1F
  TbREL1 inh = 1
O=C(O)C1=C[C@H](c2csc3ccccc23)C[C@H](OCc2ccc(CO)cc2)O1
  TbREL1 inh = 0
COc1ccc(C(=O)C(OC(=O)c2ccccc2Cl)c2ccccc2)cc1 (configuration not stated)
  TbREL1 inh = 2

The list goes on.
| TbREL1 inh | Molecule |
| --- | --- |
| -1 | CC(=O)c1ccc(S(=O)(=O)N2CCN(CC(=O)Nc3ccnn3C3CCCC3)CC2)cc1 |
| 4 | C=C(C)Cn1c(SCC(=O)O)nnc1-c1ccccc1 |
| 5 | CCS(=O)(=O)NCc1cn2ccsc2n1 |
| 3 | Cc1nn(CC(=O)NCCC2=CCCCC2)c(C)c1S(=O)(=O)N(C)C |
| -4 | Cc1cccc(C)c1NC(=O)C(c1ccccc1)N1CC(=O)Nc2ccccc21 (configuration not stated) |
| 4 | OCC[C@@H]1C[C@@H](O)[C@H](O)[C@]2(CCCc3ccccc3O2)O1 |
| 1 | O=C(Cn1nc(-c2ccccc2)ccc1=O)N1CCOCC1 |
| 1 | COc1cc(/C=C(\C#N)c2ccccn2)ccc1OCC(=O)Nc1cccc(C(F)(F)F)c1 |
| -2 | CCc1cccc(C)c1NC(=O)CN(C)Cc1ccc(Br)cc1 |
| 2 | O=C(CN1C(=O)NC(c2ccc(F)cc2)C1=O)Nc1ccc2c(c1)OCCO2 (configuration not stated) |
| 7 | O=C(COC(=O)c1ccco1)Nc1nnc(-c2ccccc2)o1 |
| 0 | Cc1c(CCOC(=O)c2cc([N+](=O)[O-])cc([N+](=O)[O-])c2)sc[n+]1CCCCS(=O)(=O)[O-] |
| -4 | CCOc1cc(NC(=S)NCc2ccccc2)c(OCC)cc1NC(=O)C(C)C |
| 0 | O=C(NCc1nnc(SCC(=O)N2CCCC2)o1)c1ccc(F)cc1 |
| 1 | CCOC(=O)[C@]12CCCC=C1N(CCCOC)C(=O)[C@@H]2CC(=O)N1CCCCC1 |
| 4 | Cc1cc(N2CCN(C(C(=O)NC3CCCC3)C(C)C)CC2)c2ccccc2n1 (configuration not stated) |
| 3 | CC(C)Cn1c(=O)c2ccccc2n2c(CCC(=O)NC3CCN(Cc4ccccc4)CC3)nnc12 |
| 2 | Cc1nnc(NC(=O)c2oc3ccccc3c2C)s1 |
| -4 | CCCNC(=O)C1(C)CCCN(Cc2cc(-c3ccccc3)nn2C)C1 (configuration not stated) |
| 3 | COc1ccc(CN(C)CCCn2cnc(C(=O)Nc3ccc(C)c(C)c3)n2)cc1OC |
| 2 | O=C(c1ccc(Cl)cc1[N+](=O)[O-])N1CCOCC1 |
| -1 | CN(CC(=O)Nc1ccc(Cl)c(C(F)(F)F)c1)C(=O)c1cccc(N2C(=O)CCC2=O)c1 |
| 2 | CCCn1c(N)c(N(CCOC)C(=O)c2c(CC)noc2C)c(=O)[nH]c1=O |
| 2 | Cc1cc(N2CCN(C(=O)c3ccco3)CC2)n2nc(C)nc2n1 |
| 0 | CC1(OC(=O)CCc2ccccc2)C(=O)C=C2C=C(c3ccc(C#N)cc3)N(c3ccccc3)C=C2C1=O (configuration not stated) |
| -2 | O=C1c2ccc(-c3ccc(Cl)c(C(F)(F)F)c3)cc2S(=O)(=O)c2cccc(C(=O)N3CCN(c4ccc(Cl)cn4)CC3)c21 |
| -4 | Cc1ccc(-c2noc(CCC(=O)Nc3ccc4c(c3)OCO4)n2)cc1 |
| 1 | CCCN(C)C[C@H]1Oc2cc(C#Cc3ccc(F)cc3)ccc2S(=O)(=O)N([C@H](C)CO)C[C@@H]1C |
| -1 | CCOc1cc(C(=O)OC(C)C(=O)Nc2ccc(S(N)(=O)=O)cc2)ccc1OCC(=O)N1CCOCC1 (configuration not stated) |
| -2 | COc1ccccc1N(CC(=O)NCC1CCCO1)C(=O)CNS(=O)(=O)c1ccc(Cl)cc1 (configuration not stated) |
| 4 | CCCc1cnc(Nc2nc(C(N)Cc3ccc(OC)cc3)cs2)nc1 (configuration not stated) |
| 1 | O=C(CCc1nnc(CCCCc2ccccc2)o1)NC(c1cccnc1)C(F)(F)F (configuration not stated) |
| -4 | CCCCc1nc(NCC2CCCO2)c(C#N)c2c1COC(C)(C)C2 (configuration not stated) |
| 0 | Cn1c(CNC(=O)Nc2cccc(Cl)c2)nnc1SCc1ccccc1 |
| 3 | O=C1C(=O)N(Cc2ccc(-c3ccc(Cl)nc3)cc2)c2ccc(OC(F)(F)F)cc21 |
| -2 | CS(=O)c1ccccc1COC(=O)Nc1ccc(Cl)cc1 (configuration not stated) |
| 1 | NC(=O)CN1C(=O)C(O)(CC(=O)/C=C\C=C\c2ccccc2)c2ccccc21 (configuration not stated) |
| 2 | CC(=O)c1ccccc1OC(=O)c1ccc(-c2ccccc2)cc1 |
| 2 | COc1cccc(C(=O)Nc2c(C(N)=O)oc3ccccc23)c1 |
| 14* | COC(=O)C1=C(C)N(Cc2ccccc2C(F)(F)F)C(=NCc2ccccc2)NC1c1ccc(Cl)cc1 (configuration not stated) |

A few values from above.
In TbREL1 inh, COc1cccc(C(=O)Nc2c(C(N)=O)oc3ccccc23)c1 is entered as 2
In TbREL1 inh, CCCc1cnc(Nc2nc(C(N)Cc3ccc(OC)cc3)cs2)nc1 (configuration not stated) is entered as 4

Next part.
| TbREL1 inh | Molecule |
| --- | --- |
| -1 | CC(=O)c1ccc(N2CCN(C(=O)c3ccco3)C(C)C2)c(F)c1 (configuration not stated) |
| -1 | CCOC(=O)c1c(C2COc3ccccc3O2)csc1N (configuration not stated) |
| 1 | CCOC(=O)N1CCN(C(=O)c2cnn3ccccc23)CC1 |
| 2 | CCSc1nnc(NC(=O)c2ccc(Br)s2)s1 |
| 2 | COc1ccc(Cc2nc(C)cc(Cl)n2)cc1[N+](=O)[O-] |
| 0 | O=C(O)c1ccc(N2C(=O)CCCC2=O)cc1 |
| 4 | COc1ccc2sc3cccc(NCCN(C)C)c3c(=O)c2c1 |
| -2 | COc1ccccc1N1CCN(C(=O)NCc2cccc(C(F)(F)F)c2)CC1 |
| 1 | CCN1CCN(Cc2ccc(NC(=O)c3ccc(C)c(NC(=O)N4CCNC4=O)c3)cc2C(F)(F)F)CC1 |
| -2 | O=C(CN1CCN(Cc2ccccc2)CC1)Nc1ccc(N2CCOCC2)cc1 |
| 2 | O=C(CSc1nc2ccccc2s1)N1c2ccccc2Sc2ccc(Cl)cc21 |
| -1 | CCCCOCCCNC(=O)N[C@@H](CCSC)C(=O)OC |
| 7 | CCCN1Cc2cccc(C(=O)Nc3ccc(OC)c(OC)c3)c2C1=O |
| -3 | O=C1C2C(c3ccccc3)C=CC(c3ccccc3)C2C(=O)N1CCO (configuration not stated) |
| -2 | O=C(c1ccc(CS(=O)(=O)c2c(Cl)cccc2Cl)o1)N1CCCC1 |
| -2 | Cc1cccc(C)c1NC(=O)C(=O)NCCc1c[nH]c2ccccc12 |
| 0 | Cc1cc(F)cc(C)c1Cn1cnc2c(cnn2C(C)(C)C)c1=O |
| 0 | CCOc1ccccc1C1CC(c2ccc(Cl)cc2)Nc2nc(N)nn21 (configuration not stated) |
| -1 | CCN(CC)S(=O)(=O)c1ccc(N2CC(C(=O)NCc3cccnc3)CC2=O)cc1 (configuration not stated) |
| 4 | FC(F)(F)c1cccc(OCCOCCn2cncn2)c1 |

Random excerpt: two entries already listed
| TbREL1 inh | Molecule |
| --- | --- |
| 0 | Cc1cc(F)cc(C)c1Cn1cnc2c(cnn2C(C)(C)C)c1=O |
| -2 | O=C(CN1CCN(Cc2ccccc2)CC1)Nc1ccc(N2CCOCC2)cc1 |

(continued)
| TbREL1 inh | Molecule |
| --- | --- |
| -3 | O=C(CSc1ccc(Cl)cc1Cl)N1CCC(c2nc3ccccc3s2)CC1 |
| 0 | CC(=O)c1cnc2c(-c3ccc(Cl)cc3)cnn2c1C |
| -2 | COC(=O)C1=C(C)C(c2ccc(OC)cc2)NC(=S)N1 (configuration not stated) |
| -2 | Nc1cc(S(=O)(=O)N2CCCCC2)ccc1N1CCCCC1 |
| -2 | CCOC(=O)c1c(C)[nH]c(O)c1C=Nc1ccc(C(F)(F)F)cc1 |
| 2 | O=C(NCC(=O)N1CCN(S(=O)(=O)c2ccccc2F)CC1)c1ccc2c(c1)OCO2 |
| -1 | O=C(Nc1cccc(Cl)c1)c1ccc2c(=O)n3c(nc2c1)CCCCC3 |
| -2 | NC(=O)c1c(C(F)(F)F)cc(-c2ccccc2)nc1NCCO |
| -2 | O=C(c1cccs1)N1N=C(c2ccccc2)CC1c1ccccc1O (configuration not stated) |
| -2 | CC1CCN(C(=O)COC(=O)c2cc(S(=O)(=O)N3CCOCC3)ccc2Cl)CC1 |
| 16* | CCc1ccc(OCCOCCN2CCN(C)CC2)cc1 |
| -6 | COc1ccc(CNN2CCCCC2C(=O)Nc2ccc(OC)c(OCC(C)C)c2)cc1OC (configuration not stated) |
| 7 | COc1ccc(OC)c(S(=O)(=O)NCC(c2ccc(F)cc2)N2CCN(C)CC2)c1 (configuration not stated) |
| 5 | CN(C)S(=O)(=O)c1cc(NC2CC(=O)N(c3ccc(F)cc3)C2=O)ccc1Cl (configuration not stated) |
| 8 | Cc1cc2c(cc1S(=O)(=O)NCc1ccccc1)NC(=O)CO2 |
| -2 | Nc1cc(=O)[nH]c(SCC(=O)Nc2ccccc2Sc2ccccc2)n1 |
| 1 | CC1(C(=O)Nc2ccc3[nH]ncc3c2)CCN1C(=O)C/C=C/c1ccccc1 (configuration not stated) |
| 1 | O=C(COc1ccc(/C=N/NC(=O)c2ccccc2)cc1)Nc1ccc([N+](=O)[O-])cc1 |
| 1 | CC(C)C[C@H]1COc2cc(N3CCOCC3)ccc2S(=O)(=O)N1 |
| 12* | O=C(CN1CCOCC1)Nc1ccc2c(c1)OCCO2 |

From PubChem BioAssay
